High-throughput results from PubChem.
EPAC1 antag – qHTS for Antagonist of cAMP-regulated guanine nucleotide exchange factor 3 (EPAC1): primary screen; Rap guanine nucleotide exchange factor 3 (Homo sapiens), O95398; EPAC1 GEF assay, Rap1b-BODIPY-GDP exchange fluorescence; Potency, µM (top dose mostly 115 µM), inactives show top-dose activity change, negative = inhibition, usual class: inhibitors; hit rate 0.14% among 360,000; AID 720709, 2013;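 also: potency is read from the fitted curve at half-maximal effect; plate controls were vehicle for no effect and positive control for full effect; nearly all actives have a fitted effect of over 50% in size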
PLK1 PBD inh – qHTS for Inhibitors of PLK1-PDB (polo-like kinase 1 - polo-box domain): Primary Screen. Serine/threonine-protein kinase PLK1 (Homo sapiens), P53350. Plk1 PBD binding of FITC phosphopeptide, fluorescence polarization. Potency, µM, for inactives: max response, negative = inhibition, hits mostly inhibitors. hit rate 2.8% among 360,000; also: potency is read from the fitted curve at half-maximal effect; series mostly up to about 57 µM; % is scaled to controls: 0 for no effect and ±100 for the full control effect; nearly all actives have a fitted effect of over 65% in size
HEK293 tox – qHTS of GLP-1 Receptor Inverse Agonists: Cytotox Screen; HEK293 cAMP-luciferase reporter cells, luminescence, 24 h; Potency, µM (titrated, usually from 38.3 µM), for the others: at the highest dose activity change, negative = inhibition, hits mostly inhibitors; hit rate 0.13% among 410,000; AID 624418, 2012;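 also: loss of luciferase light is scored as toxicity; potency is read from the fitted curve at half-maximal effect; % is scaled to controls: 0 for no effect and ±100 for the full control effect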
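MLSMR compounds, 24 hr on cells at 37 deg C/5% CO2; luminescence after luciferase reagent (12 min RT). Inhibition counted as the undesired cytotoxic outcome.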
GLP-1R agonist – qHTS of GLP-1 Receptor Agonists; hit rate 0.007% among 380,000; Glucagon-like peptide 1 receptor (Homo sapiens), P43220; Potency, µM (doses to about 45.6 µM), for the others: top-dose activation, hits mostly activators; HEK293 GLP-1R CRE-luciferase, luminescence, 4-6 h; cells express a hypersensitive GLP-1R form; also: potency is read from the fitted curve at half-maximal effect; % of control where 0% means no effect
Target sequence (P43220 whole entry, looked up): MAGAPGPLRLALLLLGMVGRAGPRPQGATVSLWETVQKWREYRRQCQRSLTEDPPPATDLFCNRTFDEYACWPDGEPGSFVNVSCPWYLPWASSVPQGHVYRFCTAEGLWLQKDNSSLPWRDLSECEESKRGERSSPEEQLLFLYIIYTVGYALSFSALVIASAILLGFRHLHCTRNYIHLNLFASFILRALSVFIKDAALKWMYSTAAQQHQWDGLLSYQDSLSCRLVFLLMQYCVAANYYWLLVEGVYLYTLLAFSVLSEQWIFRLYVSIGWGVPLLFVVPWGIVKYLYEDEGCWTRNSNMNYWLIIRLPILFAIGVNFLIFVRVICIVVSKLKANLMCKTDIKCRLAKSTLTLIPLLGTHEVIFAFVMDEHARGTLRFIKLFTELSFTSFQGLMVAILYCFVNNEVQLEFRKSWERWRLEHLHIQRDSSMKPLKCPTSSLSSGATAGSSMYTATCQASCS
IL2 activator – qHTS of IL-2 Activators | hit rate 0.065% among 360,000 | AID 652025, 2013 | IL-2 activation reporter assay, cell-based qHTS; stimulated with anti-CD3/CD4/CD28 beads; in transgenic mouse T cells | activation, % (series mostly up to about 46 µM); in the data active = activation above about 50%; inconclusive = mostly about 30% to 49%; also: 0% is about no effect
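First, unstimulated transgenic mouse T cells were exposed to compound for 60 min. Next, anti-CD3/anti-CD4-coated beads with anti-CD28 were added. Finally, after 18 h at 37 degrees C, EGFP and DsRed were imaged.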
EPAC1 ag – qHTS for Agonist of cAMP-regulated guanine nucleotide exchange factor 3 (EPAC1): primary screen; EPAC1 agonist qHTS, biochemical assay; response scale: 100% = response to 6.5 mM cAMP; Potency, µM (series often up to 154 µM), for the others: at the top dose activation, hits mostly activators; hit rate 0.073% among 360,000; AID 720707, 2013; also: potency is read from the fitted curve at half-maximal effect; nearly all actives have a fitted effect of over 60% in size
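Read-out is the fluorescence drop as BODIPY-GDP leaves Rap1B (480 nm excitation, 540 nm emission), recorded every 5 minutes over 30 minutes. Reactions held 100 nM EPAC1, 250 nM Rap1B–BODIPY-GDP and 50 uM GDP, with 6.5 mM cAMP setting full activation.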
PTHR1 ag – qHTS for PTHR1 Agonists: Primary Screen. Parathyroid hormone/parathyroid hormone-related peptide receptor (Homo sapiens), Q03431. HEK293 GP2 PTHR1 cells, GloSensor cAMP luminescence, 1 h. Potency, µM (titrated, usually from 115 µM), for inactives: top-dose activation, usual class: activators. hit rate 0.075% among 410,000; also: potency is read from the fitted curve at half-maximal effect; nearly all actives have a fitted effect of over 55% in size; some results filed as inactive show a strong effect at the top dose; inactives centre near -15; many of its hits are not listed in these tables
Target sequence (Q03431 whole entry, looked up): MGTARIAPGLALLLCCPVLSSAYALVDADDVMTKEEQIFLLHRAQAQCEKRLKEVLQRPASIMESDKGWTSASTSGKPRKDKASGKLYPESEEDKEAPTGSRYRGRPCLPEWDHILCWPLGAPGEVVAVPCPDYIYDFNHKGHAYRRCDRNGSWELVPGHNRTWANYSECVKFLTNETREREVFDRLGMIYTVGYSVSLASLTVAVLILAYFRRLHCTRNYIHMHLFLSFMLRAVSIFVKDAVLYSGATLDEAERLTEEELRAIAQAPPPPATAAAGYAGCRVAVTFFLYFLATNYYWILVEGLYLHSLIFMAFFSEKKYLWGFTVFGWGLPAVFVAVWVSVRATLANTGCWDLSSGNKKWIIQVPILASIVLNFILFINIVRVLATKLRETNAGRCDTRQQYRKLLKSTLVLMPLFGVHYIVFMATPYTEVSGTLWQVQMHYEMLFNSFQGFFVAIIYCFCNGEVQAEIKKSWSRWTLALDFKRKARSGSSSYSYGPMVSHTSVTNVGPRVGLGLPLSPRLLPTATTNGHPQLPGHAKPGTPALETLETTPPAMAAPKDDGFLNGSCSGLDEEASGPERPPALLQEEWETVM
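HEK-293-derived GP2 cells expressing PTHR1 and a GloSensor cAMP reporter, 3,000/well, plated overnight, given luciferin plus IBMX (each 0.5 mM as added) for 1 h at 37 °C, then compound for 1 h at 37 °C. Luminescence was read after 15 min at room temperature.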
PI5P4Ka inh – qHTS for Inhibitors of phosphatidylinositol 5-phosphate 4-kinase (PI5P4K); PI5P4Kalpha enzyme, ADP-Glo luminescence, 60 min; stronger effect = lower value; max response, %; hit rate 1.2% among 330,000; active = max response of -50% or lower; inconclusive = between -30% and -50%; inactive = -30% or higher; also: value at the top dose of about 77 µM; % is scaled to controls: 0 for no effect and ±100 for the full control effect
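ADP-Glo luminescence end-point after a 60 min room-temperature kinase reaction. PI5P4Kalpha and substrate in HEPES pH 7.4 buffer with EGTA, 0.1% CHAPS and 5% DMSO; ATP at 5 microM final.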
GLP1R inv ag – qHTS of GLP-1 Receptor Inverse Agonists (Inhibition Mode) | Glucagon-like peptide 1 receptor (Homo sapiens), P43220 | Potency, µM (series often up to 38.3 µM), without a hit: at the highest dose activity change, negative = inhibition, usual class: inhibitors | HEK293 GLP-1R CRE-luciferase, luminescence, 24 h; GLP-1R form is constitutively active | AID 624417, 2012 | hit rate 1.6% among 410,000; also: potency is read from the fitted curve at half-maximal effect; % is scaled to controls: 0 for no effect and ±100 for the full control effect; nearly all actives have a fitted effect of over 55% in size
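Luminescence readout: a drop in cAMP-driven luciferase signal flags inverse agonism at a constitutively active GLP-1R stably expressed in HEK293. Compound exposure lasted 24 hr at 37 deg C, 5% CO2.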
* = called active by the depositor; i = inactive; ? = inconclusive; / = no result given; [ ] = dose if it differs, or a comment. Unless noted, calls follow the shape of the dose curve; as a rule, active = well fitted curve in the direction sought with a large enough effect; inconclusive = small, poorly fitted or top-dose-only effect, or another doubt; inactive = no such curve, though single readings can be large; an effect the other way counts as inactive or inconclusive.

smiles	PLK1 PBD inh	PI5P4Ka inh	EPAC1 ag	IL2 activator	GLP-1R agonist	GLP1R inv ag	PTHR1 ag	HEK293 tox	EPAC1 antag
O=C1CCN(C(=O)CCCn2c(=O)oc3ccccc32)CC1	-2%	3	3%	-0.1	-12%	4%	-21%	3%	3%
CC(=O)NC(Cc1ccc(N(CCCl)CCCl)cc1)C(=O)O (stereo not given)	-3%	/	1%	-1.5	-3%	-2%	i	-8%	6%
Fc1ccccc1N1CCN(Cc2c(F)cccc2F)CC1	-11%	/	6%	-0.6	-3%	0%	-10%[57.5 µM]	-5%	-4%
Cc1cc(NC(=O)COC(=O)c2c(C)nn(Cc3ccccc3Cl)c2Cl)no1	-1%	/	4%	2.8	-11%	-7%	i	-24%	16%
COc1cccc(-c2nn(Cc3ccccc3)cc2C(=O)O)c1	4%	3	0%	4.8	0%	15%	i	6%	4%
CC(C)c1ccc(C(O)P(=O)(OCc2ccccc2)c2ccc(N(C)C)cc2)cc1 (stereo not given)	4%	-3	-4%	-0.5	14%	?	-41%[inhibitor]	0%	-14%
O=S(=O)(c1ccc(Cl)cc1)N1CCN(C2CCN(Cc3ccccc3)CC2)CC1	-4%	-6	5%	0.7	-8%	?	-6%	-15%	-1%
O[C@@H]1[C@@H](O)C=C2CCN3Cc4cc5c(cc4[C@H]1C23)OCO5 (stereo not given in full)	-8%	0	-18%	-0.7	-13%	?	-8%	?	-6%
O=C(c1ccc(Cl)s1)N1CCCC(N2CCN(c3ccc(F)cc3)CC2)C1 (stereo not given)	-7%	11	-4%	-4.0	3%	?	-28%	?	-2%
CCC1(C)CN(S(=O)(=O)OCC(Cl)(Cl)Cl)C(=O)N1 (stereo not given)	-1%	4	-14%	-0.3	-2%	1%	i	4%	-1%
Cc1ccc(NS(=O)(=O)c2cc(C(=O)NCCSc3ccc(C)cc3)ccc2C)cc1	-20%	/	14%	-1.6	0%	?	-4%	?	3%
Cn1c(=O)oc(=O)c2ccccc21	0%	2	-1%	0.6	0%	6%	4%	5%	-7%
O=C1NC[C@H](CCCCN2C[C@H](Cc3ccccc3)N(CCC3CCCCC3)C(=O)C2=O)N(CCC2CCCCC2)C1=O	-3%	-1	2%	-0.7	-3%	-15%	-7%	-2%	-8%
CCCOc1ccc(Cc2c(Cl)nc(SC)nc2OC)cc1	-9%	15	3%	2.3	18%	?	-13%	7%	-9%
COc1cc(C2c3cc4c(cc3CC3COC(=O)C32)OCO4)cc(OC)c1OC (stereo not given)	-10%	0	2%	-0.4	20%	0.28µM*	-3%	?	-8%

No new results follow: entries from further up.
smiles	PLK1 PBD inh	PI5P4Ka inh	EPAC1 ag	IL2 activator	GLP-1R agonist	GLP1R inv ag	PTHR1 ag	HEK293 tox	EPAC1 antag
Cc1cc(NC(=O)COC(=O)c2c(C)nn(Cc3ccccc3Cl)c2Cl)no1	-1%	/	4%	2.8	-11%	-7%	i	-24%	16%
COc1cccc(-c2nn(Cc3ccccc3)cc2C(=O)O)c1	4%	3	0%	4.8	0%	15%	i	6%	4%
CC(C)c1ccc(C(O)P(=O)(OCc2ccccc2)c2ccc(N(C)C)cc2)cc1 (stereo not given)	4%	-3	-4%	-0.5	14%	?	-41%[inhibitor]	0%	-14%
O=S(=O)(c1ccc(Cl)cc1)N1CCN(C2CCN(Cc3ccccc3)CC2)CC1	-4%	-6	5%	0.7	-8%	?	-6%	-15%	-1%
O[C@@H]1[C@@H](O)C=C2CCN3Cc4cc5c(cc4[C@H]1C23)OCO5 (stereo not given in full)	-8%	0	-18%	-0.7	-13%	?	-8%	?	-6%
O=C(c1ccc(Cl)s1)N1CCCC(N2CCN(c3ccc(F)cc3)CC2)C1 (stereo not given)	-7%	11	-4%	-4.0	3%	?	-28%	?	-2%
CCC1(C)CN(S(=O)(=O)OCC(Cl)(Cl)Cl)C(=O)N1 (stereo not given)	-1%	4	-14%	-0.3	-2%	1%	i	4%	-1%
Cc1ccc(NS(=O)(=O)c2cc(C(=O)NCCSc3ccc(C)cc3)ccc2C)cc1	-20%	/	14%	-1.6	0%	?	-4%	?	3%

The list continues:
smiles	PLK1 PBD inh	PI5P4Ka inh	EPAC1 ag	IL2 activator	GLP-1R agonist	GLP1R inv ag	PTHR1 ag	HEK293 tox	EPAC1 antag
CCC(=NCCc1ccccc1)c1c(O)n(C)c(=O)n(C)c1=O	-1%	10	9%	-1.0	23%	51%[activator]	-3%	2%	4%
Cc1nc2ccc(N3CCN(C)CC3)cc2nc1C	-4%	-4	7%	2.7	4%	14%	-24%	29%	-8%
COc1ccccc1-n1c(-c2ccccc2F)nc2ccccc2c1=O	1%	4	3%	0.0	7%	?	-6%	-6%	4%
COc1ccc(C2Nc3cc(OC)ccc3-n3cccc32)cc1 (stereo not given)	0%	7	3%	-1.2	27%	?	i	181%[activator]	12%
Cc1cccc(N2C(=O)NC(=O)/C(=C\c3ccc(N4CCOCC4)cc3)C2=O)c1	9.5µM*	?	9%	0.3	2%	-28%	i	-4%	0%
O=C(O)c1ccccc1NC(=O)N1C[C@H]2C[C@@H](C1)c1cccc(=O)n1C2	-15%	-2	-16%	0.0	-2%	-14%	-26%	-3%	-1%
Cc1ccc(-c2noc(=O)n2CC(=O)Nc2ccc(S(=O)(=O)NC3CC3)cc2)cc1	0%	/	11%	0.8	0%	?	-24%[57.5 µM]	-3%	4%
CCC(C)[C@H]1CN=C(N)N1CCc1cc(C(F)(F)F)cc(C(F)(F)F)c1 (stereo not given in full)	3%	-6	-13%	-0.6	2%	?	-19%	?	-22%
COc1ccc2cc(C(=O)C3CCCN(C4CCOCC4)C3)ccc2c1 (stereo not given)	-3%	-2	-6%	-2.9	-2%	?	i	1%	-8%
COc1ccc(C(=O)O/N=C(/C(N)=O)P(=O)(OC(C)C)OC(C)C)cc1	-4%	0	-2%	-2.0	0%	9%	-39%[inhibitor]	16%	12%
Cc1ccc(-c2[nH]c(=S)[nH]c(=O)c2C#N)cc1	-11%	-72*	6%	-0.3	0%	17%	?	9%	?
O=C(COc1ccc(Br)cc1)N1CCN(Cc2ccncc2)CC1	-15%	9	13%	-0.2	-2%	?	-23%	-17%	-8%
COc1ccccc1CN1CCN(Cc2ccc(Cl)cc2)CC1	-16%	2	1%	2.3	5%	?	-17%	1%	-4%
O=C(NCC(c1ccco1)N1CCCC1)c1cccc(S(=O)(=O)N2CCc3ccccc32)c1 (stereo not given)	-12%	3	5%	-2.4	-1%	?	-34%[inhibitor]	-19%	-4%
N#Cc1ccc(NC(=O)CN2CCCC2)cc1Cl	-17%	7	-5%	0.4	1%	-30%	23%	7%	-9%
N#CC12c3ccccc3C(=O)N1Cc1cnnn1-c1ccccc12 (stereo not given)	-9%	?	-10%	-0.4	-5%	21%	-8%	5%	-34%
CCOc1ccc(-n2c(O)c(C=Nc3ccc(N4CCOCC4)cc3)c(=O)[nH]c2=O)cc1	-2%	-6	-4%	?	-8%	7%	i	1%	8%
N#CC(C#N)=C(C#N)c1ccc(Nc2ccccc2)cc1	-17%	-16	-3%	-1.6	-5%	35%[activator]	-2%	-15%	-11%
CCC(C)NC(=O)c1c(N)n(CC2CCCO2)c2nc3ccccc3nc12 (stereo not given)	-11%	0	17%	-0.4	11%	7.9µM*	-1%	/	-7%
O=C(C[C@@H]1CC[C@@H]2[C@H](COC[C@H](O)CN2Cc2cccc(C(F)(F)F)c2)O1)NCc1ccc(Cl)cc1	1%	2	-12%	-0.3	/	10µM*	-53%[inhibitor]	-26%	-3%
C=CCn1c(O)c(C(C)=NCCN2CCN(C(=S)NC)CC2)c(=O)[nH]c1=O	-20%	-8	5%	0.0	22%	10%	15%	-14%	-19%
COc1ccc(-c2nn(CCC#N)cc2C(=O)Nc2ccccc2)cc1OC	-11%	1	4%	1.8	25%	17%	i	-23%	-6%
CN(C)c1ccc(/C=C/[N+](=O)[O-])cc1	-4%	4	1%	97*	0%	-15%	-30%	-1%	?
CCCCCN1C(=O)c2ccccc2[C@@]2(C(=O)OCC)Cc3cc(Cl)ccc3[C@@H]12	?	-1	-11%	-1.1	-15%	?	-87%[inhibitor]	?	-24%
O=C1NC(=O)C(=Cc2cn(CCOc3ccc4c(c3)OCO4)c3ccccc23)C(=O)N1	0%	-9	5%	1.5	6%	?	-8%	5%	1%
Nc1c(C(=O)NCCCc2ccccc2)c2nc3ccccc3nc2n1Cc1cccs1	-11%	/	20%	-0.8	-1%	0%	i	101%[activator]	-16%
C[C@@H]1CC[C@@]2(NC1)O[C@H]1C[C@H]3[C@@H]4CC=C5C[C@@H](O)CC[C@]5(C)[C@H]4CC[C@]3(C)[C@H]1[C@@H]2C	-6%	0	16%	0.1	6%	10%	i	-3%	4%
COc1ccccc1CNc1nc(NCc2ccccc2OC)c2sccc2n1	-1%	/	9%	-0.9	-3%	11µM*	-43%	?	-18%
CCOC(C(=O)OCC(O)CN(CC)CC)(c1ccccc1)c1ccccc1 (stereo not given)	-5%	3	-2%	0.0	-13%	?	i	?	6%

These rows are one share of the data; count on the stated rates, not on these rows.
